Assay outcomes as filed in PubChem.
RGS4 inhibitor: blocks human RGS4-accelerated GTP hydrolysis; P49798; Transcreener GDP fluorescence polarization, RGS4-accelerated GTP hydrolysis; Potency, µM (top dose mostly 114 µM), for inactives: at the highest dose activity change, negative = inhibition, usual class: inhibitors; 390,000 tested, 0.039% active; also: potency is read from the fitted curve at half-maximal effect; % is scaled to controls: 0 for no effect and ±100 for the full control effect; nearly all actives have a fitted effect of over 75% in size; some results filed as inactive show a strong effect at the top dose
Target sequence (P49798 whole entry, looked up): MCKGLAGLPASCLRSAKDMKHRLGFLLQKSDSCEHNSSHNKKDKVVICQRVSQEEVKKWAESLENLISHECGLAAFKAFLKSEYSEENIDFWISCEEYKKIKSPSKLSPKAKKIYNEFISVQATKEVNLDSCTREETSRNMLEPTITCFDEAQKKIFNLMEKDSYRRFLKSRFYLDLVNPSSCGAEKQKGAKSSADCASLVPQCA
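MLSMR compounds (23 nl, pin-transferred) preincubated 10 min at room temperature with a 500nM (2x) first reagent, then RGS4 at 900nM (2x) plus Transcreener GDP mix added; fluorescence polarization (620/688 nm) read before and after 90 min at 30 °C.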
ERG Ets-DNA blk: ERG Ets/DNA interaction inhibition | fluorescence polarization, His-ERG Ets domain / labelled DNA | 370,000 tested, 0.028% active | P11308 | Potency, µM (top dose mostly 76.9 µM), for inactives: at the top dose FP activity, negative = inhibition, usual class: inhibitors | AID 624246; active = well fitted inhibition curve with a large enough effect in the polarisation, with a control signal flat; inconclusive = small, poorly fitted or top-dose-only effect, or effect the other way, or a change in a side signal; inactive = no such curve, though single readings can be large or run the other way; the % refers to the polarisation;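 also: polarization taken with two DNA probes labelled with fluorescein and Texas red; potency is read from the fitted curve at half-maximal effect; % of control where 0% means no effect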
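His-tagged ERG Ets domain (1 uM in the protein solution; 300mM KCl, 50mM Tris-HCl, 1mM EDTA, 1mM DTT, pH 7.5) received compound, then a probe mix of 5 nM fluorescein-DNA and 100nM Texas-615-DNA. Fluorescence polarization was read for both dyes.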
BAZ2B inh: BAZ2B (human) inhibition; AlphaScreen BAZ2B-H3K14Ac peptide displacement; Potency, µM (top dose mostly 114 µM), for the others: at the top dose activity change, negative = inhibition, hits mostly inhibitors; Q9UIF8; AID 504333; 360,000 tested, 4.4% active; also: potency is read from the fitted curve at half-maximal effect; % is scaled to controls: 0 for no effect and ±100 for the full control effect; nearly all actives have a fitted effect of over 60% in size
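Protein-peptide AlphaScreen: BAZ2B 50 nM, b-H3K14Ac 50 nM, 1x PBS pH 7.4 + 0.01% Tween-20. Preincubation 30 min RT; cpd 30 min RT (top 110 uM); beads 20 min RT, light-protected.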
G9a block: inhibitors of human histone lysine methyltransferase G9a; 350,000 tested, 8.8% active; Q96KQ7; AID 504332; Potency, µM (series often up to 102 µM), inactives show at the top dose activity, negative = inhibition, hits mostly inhibitors; G9a H3K9 monomethylation, AlphaScreen, 2 h; also: potency is read from the fitted curve at half-maximal effect; % is scaled to controls: 0 for no effect and ±100 for the full control effect; nearly all actives have a fitted effect of over 75% in size
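Enzyme 20 nM + cpd, 15 min RT; add b-H3K9 pep 500 nM / SAM 20 uM; 2 h RT; anti-H3K9me1 Ab 0.5 ug/mL + SA donor / anti-rabbit acceptor beads 20 ug/mL each, 10 min; AlphaScreen read.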
GLS inhibitor: glutaminase GLS (human) inhibition; Potency, µM (series often up to 45.5 µM), for the others: top-dose activity change, negative = inhibition, usual class: inhibitors; GLS enzymatic activity, qHTS titration; 410,000 tested, 0.21% active; O94925; also: potency is read from the fitted curve at half-maximal effect; % is scaled to controls: 0 for no effect and ±100 for the full control effect
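Compounds were pin-transferred onto hKGA, after which L-glutamine (1 mM solution) and a detection mix of glutamate oxidase, HRP and Amplex Red were added. Initial and 30 min RT fluorescence reads were collected.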
JMJD2A Tudor: inhibitors of human JMJD2A Tudor domain. O75164. AlphaScreen JMJD2A-Tudor / H3K4me3 peptide binding. Potency, µM (series often up to 114 µM), for the others: at the top dose activity change, negative = inhibition, hits mostly inhibitors. 390,000 tested, 4.4% active. AID 504339; also: potency is read from the fitted curve at half-maximal effect; % is scaled to controls: 0 for no effect and ±100 for the full control effect; nearly all actives have a fitted effect of over 50% in size
PI4K2A inh: inhibitors of human PI4K2A; Q9BTU6; purified PI4K2A, ADP-Glo luminescence, 1 h; active compounds read low; activity change, negative = inhibition, % at 76.9 µM; AID 1346378; 420,000 tested, 0.13% active; in the data active = activity change below about -50%; inconclusive = mostly about -30% to -49%;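 also: -100% = wells without enzyme as full effect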
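In this quantitative HTS, ADP production by PI4K2A was quantified luminescently after 1 h at ambient temperature; 100 microM adenosine served as plate-quality control.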
HP1b chromo inh: HP1-beta chromodomain-methylated histone interaction inhibition; P83916; AlphaScreen HP1-beta / biotin-H3K9me3 peptide binding; Potency, µM (titrated, usually from 114 µM), inactives show at the top dose activity change, negative = inhibition, actives largely listed as inhibitors; 390,000 tested, 0.56% active; AID 540317; also: potency is read from the fitted curve at half-maximal effect; nearly all actives have a fitted effect of over 70% in size; inactives centre near 23
Target sequence (P83916 whole entry, looked up): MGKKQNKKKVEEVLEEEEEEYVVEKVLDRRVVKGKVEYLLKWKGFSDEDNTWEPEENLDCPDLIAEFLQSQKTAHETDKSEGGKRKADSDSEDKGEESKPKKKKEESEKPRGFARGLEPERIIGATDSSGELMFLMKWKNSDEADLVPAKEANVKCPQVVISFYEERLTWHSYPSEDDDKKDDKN
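AlphaScreen: HP1-beta (50 nM) preformed 30 min with biotin-H3(1-18)K9me3 peptide (50 nM) in PBS pH 7.4, 0.01% Tween-20. Compound added for 30 min at RT, then streptavidin donor/nickel chelate acceptor beads (10 ug/mL) for 30 min.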
ALOX12 inh: ALOX12 (human) lipoxygenase inhibition. 580,000 tested, 1.1% active. Potency, µM (highest dose often 108 µM), for inactives: at the highest dose activity change, negative = inhibition, usual class: inhibitors. purified 12hLO, xylenol orange hydroperoxide absorbance; also: potency is read from the fitted curve at half-maximal effect; % is scaled to controls: 0 for no effect and ±100 for the full control effect
Target sequence (P18054 whole entry, looked up): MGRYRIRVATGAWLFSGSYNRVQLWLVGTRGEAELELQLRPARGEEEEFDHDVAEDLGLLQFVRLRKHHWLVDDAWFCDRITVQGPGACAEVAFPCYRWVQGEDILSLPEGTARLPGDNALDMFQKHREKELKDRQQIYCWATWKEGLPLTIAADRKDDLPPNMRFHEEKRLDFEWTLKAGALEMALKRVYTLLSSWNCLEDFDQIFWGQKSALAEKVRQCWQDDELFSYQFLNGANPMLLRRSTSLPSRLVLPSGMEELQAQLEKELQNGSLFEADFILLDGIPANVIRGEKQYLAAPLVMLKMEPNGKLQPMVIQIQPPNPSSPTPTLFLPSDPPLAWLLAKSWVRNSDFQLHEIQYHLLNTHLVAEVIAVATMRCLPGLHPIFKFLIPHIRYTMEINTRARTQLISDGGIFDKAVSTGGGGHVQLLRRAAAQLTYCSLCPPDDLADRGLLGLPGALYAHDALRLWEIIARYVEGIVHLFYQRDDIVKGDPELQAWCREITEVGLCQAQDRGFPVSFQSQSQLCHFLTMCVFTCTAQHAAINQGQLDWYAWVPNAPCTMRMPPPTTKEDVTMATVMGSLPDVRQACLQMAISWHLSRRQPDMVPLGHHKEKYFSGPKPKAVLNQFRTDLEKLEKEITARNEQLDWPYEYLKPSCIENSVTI
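Hydroperoxide product was detected by ferrous iron/xylenol orange as the 573 to 405 nm absorbance ratio. Arachidonic acid at 40 uM (final) was turned over for 30 min at room temperature by 150 nM human 12hLO, pH 7.0 Hepes buffer, after 15 min compound preincubation.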
* hit, by the source's call; ? = inconclusive; . = no result given; & = joins results of further samples; [ ] = remark or other dose. Unless noted, calls follow the shape of the dose curve; as a rule, active = well fitted curve in the direction sought with a large enough effect; inconclusive = small, poorly fitted or top-dose-only effect, or another doubt; inactive = no such curve, though single readings can be large; an effect the other way counts as inactive or inconclusive. The list is partial (hit frequency here may not be typical).

SMILES | RGS4 inhibitor | ERG Ets-DNA blk | BAZ2B inh | G9a block | GLS inhibitor | JMJD2A Tudor | PI4K2A inh | HP1b chromo inh | ALOX12 inh
CCCc1nnc(NC(=O)c2oc3ccccc3c2COCC)s1 | -2.9% | -0.6% | 3.3% | ? | 6.4% | -4.6% | 1.5 | 40.0%[activator] | 0.3%
CN(Cc1cccc(C(F)(F)F)c1)C(=O)C1CCC(=O)N(CC2CCCCC2)C1 (configuration not stated) | -19.2% | 5.6% | -20.2% | 10.1% | 3.5% | -15.5% | 4.2 | 9.6%[57 µM] | 48.3%[activator]
CCOC(=O)c1sc(NC(=O)CCCn2nc([N+](=O)[O-])c(Cl)c2C)c(C(=O)OCC)c1C | 17.7% | 4.9% | 2.9% | 11.8% | 8.5% | -16.4% | -0.3 | 4.0% | 8.9%
COc1cc(/C=N/NC(=O)c2cc(-c3cccn3C)n[nH]2)cc(OC)c1OC | -52.5% | -4.0% | 39.8µM* | . | 19.0% | ? | 2.1 | -32.4% | -29.7%
CCn1nc(C)c(NS(=O)(=O)c2ccc(C)cc2)c1C | 4.4% | 2.1% | -0.4% | -10.9%[59 µM] | 7.1% | -4.4% | 10.3 | 18.5% | 10.2%
O=S1(=O)CCN(Cc2cccc(C(F)(F)F)c2)CC1 | -20.6% | 17.5% | 5.9% | 24.9% | 1.2% | -19.0% | -10.8 | 18.9% | 22.4%
COc1ccc(S(=O)(=O)n2nc(C)cc2C)cc1OC | -1.0% | -9.5% | -2.9% | 24.3%[59 µM] | -0.4% | -4.7% | 5.2 | 37.1% | -3.1%
COc1ccc(C(=O)CSc2cc(C)nc3nc(C)nn23)cc1OC | -30.2% | . | -31.8% | -19.2%[12.7 µM] | -22.3% | -29.8% | -2.9 | -2.6% | -6.3%
CCOC(=O)c1c(C)nc2sc(C(=O)Nc3ccc(C(C)=O)cc3)c(N)c2c1-c1ccc(OC)cc1 | -8.8% | 1.8% | 21.6% | 44.3%[activator] | 4.2% | 8.3% | -6.7 | 88.6%[activator] | -8.8%
Nc1nc(CSCc2ccccc2)nc(N2CCOCC2)n1 | -12.9% | 1.4% | ? | -20.1%[59 µM] | -11.9% | ? | 4.3 | 19.3% | ?
COc1ccc(Cn2cc(CN3CCS(=O)(=O)N(Cc4ccc(-c5cccc(Cl)c5)cc4)C(C)C3=O)nn2)cc1 (configuration not stated) | 39.2% | 1.1% | . | . | 0.0% | -22.3% | 1.1 | 27.4% | -0.8%
CCOC(=O)c1cc2sc(C)cc2n1CC(=O)Nc1cccc(C)c1C | -7.6% | . | 2.8% | -0.9%[59 µM] | 22.0% | -14.6% | -1.4 | 11.3% | 17.3%

The last 2 entries of the section before come first, to join the parts:
SMILES | RGS4 inhibitor | ERG Ets-DNA blk | BAZ2B inh | G9a block | GLS inhibitor | JMJD2A Tudor | PI4K2A inh | HP1b chromo inh | ALOX12 inh
COc1ccc(Cn2cc(CN3CCS(=O)(=O)N(Cc4ccc(-c5cccc(Cl)c5)cc4)C(C)C3=O)nn2)cc1 (configuration not stated) | 39.2% | 1.1% | . | . | 0.0% | -22.3% | 1.1 | 27.4% | -0.8%
CCOC(=O)c1cc2sc(C)cc2n1CC(=O)Nc1cccc(C)c1C | -7.6% | . | 2.8% | -0.9%[59 µM] | 22.0% | -14.6% | -1.4 | 11.3% | 17.3%
COc1cccc(Nc2c(F)c(F)c(F)c(F)c2C(=O)O)c1 | -24.7% | -3.7% | -9.1% | -30.7%[12.7 µM] | 4.8% | -3.4% | 2.8 | 34.7% | ?
CCOc1cccc2sc(N(CCCN(C)C)C(=O)c3ccc(S(=O)(=O)N(C)c4ccccc4)cc3)nc12 | -17.9% | -5.5% | ? | 56.2µM* | 1.2% | ? | -4.0 | -19.4% | ?
Cc1occc1C(=O)NC(C)C(C)(C)C (configuration not stated) | 15.0% | -5.6% | 4.1% | -5.4%[59 µM] | -0.7% | -8.9% | -2.2 | 28.8% | -9.7%
NC(=O)c1ccc(Oc2cccc3cccnc23)c([N+](=O)[O-])c1 | -2.0% | -8.5% | -14.2% | 23.5% | 2.9% | -13.3% | 4.5 | 21.2% | -2.7%
O=C(COc1ccc(Br)cc1)NCCNC(=O)c1cccnc1 | 16.0% | 2.7% | -4.1% | 60.2%[activator] | -5.1% | -6.2% | -3.1 | 3.2% | ?
CCOC(=O)c1ccc(NC(=O)C(CC)Sc2nnc3c4ccccc4n(C)c3n2)cc1 (configuration not stated) | -21.3% | 4.1% | 15.0% | 12.8%[59 µM] | 6.9% | -13.1% | -4.2 | 78.3%[activator] | -12.2%
O=C(O)C1C2C=CC(C3CC23)C1C(=O)NCCc1ccccc1 (configuration not stated) | -6.4% | -0.1% | -0.4% | 22.7%[12.7 µM] | -11.8% | -8.7% | 15.6 | 26.6% | 1.0%
Cc1c(C(=O)c2ccc(Cl)cc2Cl)cnc2cc3c(cc12)OCO3 | -42.8%[56.9 µM] | -3.7% | 7.7% | -3.9%[59 µM] | 6.2% | ? | -7.3 | ? | 0.0%
N#Cc1cnn2c(-c3ccc(Cl)cc3Cl)ccnc12 | 7.2% | 5.9% | 13.0% | -5.7%[59 µM] | 2.2% | 3.5% | 1.6 | 35.2%[activator] | 0.7%
CCn1ncc([N+](=O)[O-])c1C(=O)Nc1cc(C)on1 | -6.1% | . | -1.1% | -12.9%[59 µM] | 2.7% | -15.2% | 6.3 | 2.1% | -27.4%
CN(CC(=O)Nc1cccc(F)c1)C(=O)c1cc([N+](=O)[O-])ccc1N1CCOCC1 | -12.0% | -5.0% | 6.3% | 0.3%[0.501 µM] | 3.3% | -8.3% | -3.0 | 15.4% | -24.0%
COc1cccc(-c2c[nH]c(=O)[nH]c2=O)c1 | -14.3% | 0.0% | -6.3% | -0.6% | 3.6% | 1.7% | 2.0 | 28.8% | -9.4%
CCn1cc(CN2CCC(n3nccc3NC(=O)C3CCCC3)CC2)c(C)n1 | 12.4% | -1.0% | 0.5% | . | 4.6% | -11.0% | 2.3 | 10.9% | 475.2%[activator]
O=C(OCc1nnc(-c2ccccc2)o1)c1ccc(Br)o1 | 17.3% | 2.8% | 0.4% | 20.4% | -0.3% | -26.6% | -1.5 | 13.1% | -3.8%&3.6%
O=C(CCN1CCCCC1=O)NC1CCCN(Cc2ccc(Cl)cc2)C1 (configuration not stated) | -7.0% | -8.3% | ? | -11.0% | 6.3% | -16.8% | 2.1 | 28.3% | 2.6%
Cc1cc(C)nc(Nc2nc3ccccc3[nH]2)n1 | 2.7% | 1.2% | 54.7%[activator] | -1.5%[12.7 µM] | 9.6% | -22.0% | -1.1 | 45.3%[activator] | 1.6%
Cc1cc(C)cc(NC(=S)NCC2CCCO2)c1 (configuration not stated) | -3.3% | 1.1% | -3.5% | 3.0% | 4.1% | -18.5% | 10.9 | 12.1% | -2.9%
CCCCC1CCC(C(=O)N(CCOC)c2c(N)n(CCCC)c(=O)[nH]c2=O)CC1 (configuration not stated) | 15.5% | -0.1% | 10.5% | 17.2%[2.33 µM] | 0.0% | -15.2% | 1.4 | 38.3% | -28.7%
CC(C)c1ccc(S(=O)(=O)N2CCN(CC(=O)Nc3ccccc3C(F)(F)F)CC2)cc1 | 5.2% | 2.5% | 3.3% | -25.4%[59 µM] | -2.0% | 1.6% | 0.9 | 35.1% | -19.2%
C=CCSc1nc2c(c(=O)[nH]c(=O)n2C)n1CC | -33.6% | 2.5% | 1.3% | ? | -11.2% | -19.6% | 1.0 | ? | ?
Cc1ccc(Cl)cc1N1CCN(C(=O)CCS(=O)(=O)c2cc(Br)cc3c2N(C(=O)C2CC2)CC3)CC1 | -6.5% | -4.8% | -19.9% | -29.9%[59 µM] | -4.3% | -18.5% | 1.6 | 17.2% | -15.8%
O=C(N/N=C/c1ccncc1)c1ccc(NC(=O)c2cccc(Cl)c2)cc1 | ? | 7.5% | -32.8% | ? | 0.0% | ? | 5.1 | ? | -2.6%
CC1Cc2ccccc2N1C(=O)c1cc2sccc2n1Cc1ccc(F)cc1 (configuration not stated) | 3.6%[11.4 µM] | 3.4% | 5.9% | 18.2%[59 µM] | 0.4% | -16.0%[11.4 µM] | 0.9 | 59.6%[activator] | 53.3%[activator]
Nc1c(C(=O)NCc2ccc3c(c2)OCO3)nnn1-c1ccc(OC(F)(F)F)cc1 | 6.5% | 1.1% | 44.7%[activator] | -2.6% | 15.1% | -8.6%[57.1 µM] | 1.6 | 18.8% | 0.0%
CCOc1ccc(C(=O)COC(=O)C2COc3ccccc3O2)cc1 (configuration not stated) | 3.7% | -1.6% | 7.1% | -4.4%[2.33 µM] | 7.9% | -6.4% | -3.4 | 14.9% | -10.8%
COc1ccc(NC(=O)COc2nsnc2N2CCCCC2)cc1 | -4.9% | -1.6% | -29.9% | ? | 0.0% | -19.9% | 1.6 | -16.7% | 17.3%
Cc1ccc(SCc2[nH]nc3c2C2(C(=O)N(C)c4ccccc42)C(C#N)=C(N)O3)cc1 (configuration not stated) | -18.9%[11.4 µM] | 4.3% | -9.1% | -0.7%[2.33 µM] | 0.1% | 8.4%[11.4 µM] | 5.4 | -23.2% | -5.7%
CCOC(=O)c1c(-c2ccc(OC)cc2)oc2ccc(O)cc12 | -19.7% | 3.6% | 0.7% | 17.6% | 32.8% | 3.4% | 4.2 | 42.8%[activator] | 0.0%
